Screens deposited in PubChem BioAssay by several laboratories.
Mtb RmlCD inh: inhibitors of Mycobacterium tuberculosis RmlC and RmlD coupled enzymes | 0.03% of 160,000 active | RmlC+RmlD coupled enzyme assay, percent inhibition; primary screen in compound mixtures | inhibition, % at 3.6 µM; in the data active = inhibition mostly above about 34%, no sharp cut-off; note: some results filed as inactive read as strong as hits
Target sequence (P9WH09 whole entry, looked up): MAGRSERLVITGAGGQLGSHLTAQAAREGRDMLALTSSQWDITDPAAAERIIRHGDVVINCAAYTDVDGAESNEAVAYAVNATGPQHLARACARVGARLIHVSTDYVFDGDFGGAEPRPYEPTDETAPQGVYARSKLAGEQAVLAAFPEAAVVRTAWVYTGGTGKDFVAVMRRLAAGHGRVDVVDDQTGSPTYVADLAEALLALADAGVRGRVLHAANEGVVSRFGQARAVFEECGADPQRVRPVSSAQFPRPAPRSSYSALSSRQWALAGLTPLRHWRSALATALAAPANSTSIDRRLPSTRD
Target sequence (P9WH11 whole entry, looked up): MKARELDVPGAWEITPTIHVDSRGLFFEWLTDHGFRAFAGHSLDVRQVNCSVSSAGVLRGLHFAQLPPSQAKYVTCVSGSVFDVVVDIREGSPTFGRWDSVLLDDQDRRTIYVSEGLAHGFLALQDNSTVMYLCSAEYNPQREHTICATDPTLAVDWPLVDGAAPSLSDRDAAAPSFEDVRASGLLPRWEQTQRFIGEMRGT
M. tuberculosis GlmU: inhibition of mycobacterial GlmU enzyme – biochemical, glucosamine-1-phosphate acetyltransferase (AID 1376); M. tuberculosis GlmU acetyltransferase enzyme assay; higher % means a stronger effect; inhibition, %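 (tested at 30 µM in the primary screen)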, or IC50 in µM where a hit was titrated; 0.25% of 220,000 active; in the data active = inhibition above about 13%;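 note: 0% = complete reaction with vehicle and 100% = reaction without substrate; strong numbers were not always called active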
* marks the source's active call; other numbers are inactive results; x = not tested or not shown; & = joins results of further samples. An excerpt. The share of hits here may be higher or lower than overall.

mol	Mtb RmlCD inh	M. tuberculosis GlmU
CC(C)CC(/C(O)=C(\C#N)c1nc2ccccc2[nH]1)N1C(=O)c2ccccc2C1=O (stereo not given)	-4	1.6%
O=C(CSc1ncn(-c2ccccc2)n1)N1CCN(c2ccccc2)CC1	x	-1.4%
O=C(N/N=C/C=C/c1cccc([N+](=O)[O-])c1)c1ccncc1	12	0.1%
Clc1ccc(N2CCN(c3nc4nonc4nc3N3CCSCC3)CC2)nc1	x	-0.1%
Cc1onc(-c2ccccc2Cl)c1C(=O)N1CCOC12CCCCC2	1	-0.3%
CCCCNC(=O)CC(C(=O)N1CCc2ccccc21)n1ccnc1 (stereo not given)	x	4.7%
COC(=O)c1c(C)[nH]c(C)c1-c1ccc(C)cc1	2	-1.4%
Cc1c(NC(=O)CN2CCN(c3cccc(Cl)c3)CC2)c(=O)n(-c2ccccc2)n1C	0	-2.5%
Cc1ccc(CSc2nc3[nH]ncc3c(=O)[nH]2)cc1	65	x
NC(=O)CSc1nc2c(sc3ccccc32)c(=O)n1CCCN1CCOCC1	9	4.9%
Cc1csc(Sc2ccc(C(=O)OCC(=O)Nc3ccc(OC(F)(F)F)cc3)cc2[N+](=O)[O-])n1	x	-3.1%
Cc1noc(NS(=O)(=O)c2ccc(NC(=O)c3ccc(Br)o3)cc2)c1C	x	-4.8%
CCCCCCCCSc1nnc(CSc2nc3nc(C)cc(C)n3n2)o1	x	-1.0%
Fc1cccc2sc(N3CCCCC3)nc12	6	-1.9%
CN(CC1COc2ccccc2O1)C(=O)c1ccc(N(C)C)cc1 (stereo not given)	7	1.2%
O=C(c1cc2ccccc2o1)N1CCN=C1SCc1cccc(F)c1	x	8.9%
O=C(O)c1ccc(N2CC3CC(C2)c2cccc(=O)n2C3)c(NC(=S)Nc2ccc(Br)cc2)c1 (stereo not given)	3	8.6%
CC(=O)c1ccccc1Oc1nc(CN2CCOCC2)nc2scc(-c3cccs3)c12	-5	-1.7%
CC(C)C(C(=O)Nc1nccs1)N1C(=O)c2ccccc2C1=O (stereo not given)	6	7.1%
COc1ccc(/C=C/C2=NNC(=O)CC2)cc1	-8	7.0%
C=C(C)C1CC=C(C)/C(=N\NC(=O)CCc2ccccc2)C1 (stereo not given)	4	-5.6%
CCOc1ccc(OCC)c(S(=O)(=O)N2CCC(C)CC2)c1	4	4.1%
CCOc1cc(/C=N/O)cc(Cl)c1OC	x	0.7%
COc1ccc2oc(C(=O)c3ccccc3)c(NC(=O)CN3CCN(C)CC3)c2c1	6	x
CCOC(=O)Nc1ccc2c(c1)N(C(=O)N(CC)CC)c1ccccc1CC2	x	0.0%
CCOc1ccccc1OCC(=O)Nc1ccc(S(=O)(=O)N(C)C)cc1	9	x
O=C(Nc1ccccc1)O/N=C/c1ccncc1	-12	3.3%
O=C(NC(=S)Nc1nc(-c2ccccc2)cs1)c1cncc(Br)c1	x	-2.4%
COCCOC(=O)c1c(NC(=O)CN2c3ccccc3CC2C)sc(C(N)=O)c1C (stereo not given)	4	4.5%
Cc1ccc2oc(=O)cc(/C=C/c3ccccc3)c2c1	5	4.7%

Additional entries:
mol	Mtb RmlCD inh	M. tuberculosis GlmU
NNC(=O)C(Cc1ccccc1)NC(=O)OCc1ccccc1 (stereo not given)	12	4.7%
Fc1cccc(Nc2cc(-n3cccn3)ncn2)c1	11	7.0%
Cn1c2ccccc2c(=O)c2c(=O)n(-c3ccccc3)c(-c3ccc(C(C)(C)C)cc3)nc21	16	-2.1%
CC(C)(CO)NCc1cc(Br)ccc1OCc1ccccc1	x	0.2%
NC(=O)Cn1cc(C(=O)c2ccccc2F)c2ccccc21	5	1.4%
CN1CCCN(C(=O)CNC(=O)Cc2ccccc2)CC1	7	-3.4%
COCCNC(=O)c1ccc(C)cc1C	-3	0.2%
C=CCOC(=O)CSCC(NC(=O)OC(C)(C)C)C(=O)OCC (stereo not given)	-7	-3.4%
COc1ccc(/C(C)=N/NC(=O)CNC(=O)Cc2ccccc2)c(OC)c1	1	-0.8%
CCCCC(=O)N/N=C/c1c(O)n(Cc2ccc(F)cc2)c(=O)[nH]c1=O	-6	0.5%
CCC1(CC)Cc2ccccc2-c2nc(-c3ccccc3)oc(=O)c21	77	-4.8%
CC(C)c1ccc(NC(=O)C2CCCN(S(=O)(=O)c3cnc[nH]3)C2)cc1 (stereo not given)	10	-1.0%
Cc1nc(-c2ccccc2)nc(Cl)c1Cl	7	3.9%
O=c1[nH]c(/C(Cl)=C/c2cccc(F)c2)nc2cc(C(F)(F)F)ccc12	5	-0.4%
O=C(c1ccco1)N1CCN(c2ncnc3c2nnn3Cc2ccccc2Cl)CC1	-13	0.7%
CCOc1ccc2ccccc2c1C(=O)Nc1cc(=O)n(C)c(=O)n1C	-10	4.7%
CN(C)C(Cc1ccc(Cl)cc1)C(=O)c1ccccc1 (stereo not given)	-5	-0.6%
Cc1cc(=O)n2ccccc2c1C#N	6	-0.9%
COC(=O)C1=C(c2ccccc2)C[C@@H]2CC[C@H]1N2C(=O)NCCS(C)=O (stereo not given in full)	x	2.7%
O=C(O)Cn1c(C(F)(F)F)nc2ccccc21	-9	-4.7%
CCN1CCN(C(=O)/C=C/c2c(F)cccc2Cl)CC1	-2	-3.0%
CCOc1ccc(NC(=O)CSc2nnc(Cn3c(=O)sc4ccccc43)n2C)cc1	3	-1.4%
CCN(Cc1ccccc1)Cc1cccc([N+](=O)[O-])c1	26	-1.5%
Cc1nc(SCc2ccccc2)c2oc3ccccc3c2n1	x	-2.2%
COc1cccc(NC(=O)COC(=O)c2nc(Cl)ccc2Cl)c1	3	-5.8%
O=C(O)C(CC(=O)N1CCOCC1)NCc1ccccc1 (stereo not given)	x	-0.9%
O=C(c1ccc(Cn2c(=O)[nH]c3ccccc3c2=O)cc1)N1CCN(c2ccc(F)cc2)CC1	-10	-3.6%
c1ccc2c(c1)cnc1ccccc12	-5	-2.2%
OC(CN1CCOCC1)C12CC3CC(CC(C3)C1)C2 (stereo not given)	x	-0.1%
O=C(c1ccc2c3n(nc2c1)-c1ccccc1CO3)N1CCOCC1	x	3.7%

Going on with the list.
mol	Mtb RmlCD inh	M. tuberculosis GlmU
COc1ccc(-n2nc(C)c3sc(C)nc3c2=O)cc1	2	3.3%
O=C(NCc1ccccc1)C(c1ccco1)N(C(=O)c1ccccn1)c1ccc(F)cc1 (stereo not given)	-9	-1.1%
Cc1ccc(C)c(OCC(=O)Nc2ccc3c(c2)OCO3)c1C	16	-5.7%
Cc1cc(NC(=O)c2ccc(-c3ccccc3F)o2)no1	8	1.1%
CC[C@@H](C)[C@@H](C(=O)N1CCN(C(=O)OC(C)(C)C)CC1)n1cc(CCC(=O)O)nn1	6	2.3%
Cc1nn(-c2ccccc2)c2sc(C(=O)N3CCOCC3)cc12	4	2.0%
COc1ccc2c(C)cc(SCC(=O)Nc3ccc(Cl)cn3)nc2c1	-10	-2.2%
Cc1ccc(-c2n[nH]c(=S)n2-c2ccccc2)cc1	-15	-3.6%
COc1ccc(OC)c(NC(=O)CSc2nc3c(c(=O)n(C)c(=O)n3C)n2C)c1	x	-3.7%
CCC(C(=O)OC)(C(=O)OC)c1ccc([N+](=O)[O-])cc1	10	-2.6%
S=c1[nH]nc(-c2ccc3ccccc3n2)n1-c1ccc2c(c1)OCCO2	-5	5.0%
CCOC(=O)C1CCN(C(=O)c2ccc3c(SCC(=O)O)c4c(nc3c2)CCCC4)CC1	-10	4.9%
Cc1[nH]n(-c2ccccc2)c(=O)c1/C=N\NC(=O)C1COc2ccccc2O1 (stereo not given)	-10	5.0%
COC(=O)Nc1nc2c(C)cccc2s1	-4	0.5%
CCN1CCN(C(c2ccc(OC)c(OC)c2)c2nnnn2C(C)(C)C)CC1 (stereo not given)	13	-2.4%
CCc1cccc(CC)c1NC(=O)c1ccccc1	x	1.1%
CC(=O)c1ccccc1NC(=O)COC(=O)c1ccccc1NC(=O)c1ccccc1	19	0.2%
CCn1nnnc1NCc1cccn1C	x	0.3%
CNS(=O)(=O)c1ccc2c(c1)NC(=O)C1CCCN21 (stereo not given)	x	4.6%
Cc1ccc(NC(=O)CSc2nnc(CCC(=O)O)c(=O)[nH]2)cc1	11	3.5%
COC(C(=O)N/N=C(\C)CC(=O)Nc1ccc(Cl)cc1C)c1ccccc1 (stereo not given)	5	1.0%
CCc1c(C)sc(NC(=O)c2ccco2)c1C(=O)N1CCOCC1	20	13%*
CC1CCCCC1NC(=O)Cn1c(CN2CCCCC2)nc2ccccc2c1=O (stereo not given)	7	-3.0%
COc1ccc(NC(=O)COC(=O)CCCN2C(=O)c3ccccc3C2=O)cc1Cl	13	1.0%
O=C(C1=C[C@@H](c2ccc(Br)cc2)C[C@@H](OCc2ccc(CO)cc2)O1)N1CCOCC1	x	-0.2%
CC(C)OC(=O)Cn1nnc2c(cnn2-c2ccccc2)c1=O	-9	-0.3%
CCOc1cccc(=O)c2c(C)n(Cc3ccco3)c(C)c12	6	5.5%
CCN(CC)c1ccc(C=Nc2cc(C)ccc2C)c(O)c1	1	-4.9%
CCC(SC1=NCCS1)C(=O)Nc1nnc(-c2ccccc2OC)s1 (stereo not given)	5	-3.2%
CCOC(=O)c1c(N2CCCCC2)c2ccccc2[nH]c1=O	x	-1.2%

Single entries from above:
CCOc1cccc(=O)c2c(C)n(Cc3ccco3)c(C)c12 in Mtb RmlCD inh → 6
O=C(O)C(CC(=O)N1CCOCC1)NCc1ccccc1 (stereo not given) in M. tuberculosis GlmU → -0.9%
O=C(c1ccc2c3n(nc2c1)-c1ccccc1CO3)N1CCOCC1 in M. tuberculosis GlmU → 3.7%
O=C(O)c1ccc(N2CC3CC(C2)c2cccc(=O)n2C3)c(NC(=S)Nc2ccc(Br)cc2)c1 (stereo not given) in Mtb RmlCD inh → 3

(next part)
mol	Mtb RmlCD inh	M. tuberculosis GlmU
Cc1cc(C)cc(Oc2ccccc2CO)c1	5	-3.6%
CCn1c(O)c(C=C2N=c3ccccc3=N2)sc1=S	1	-3.6%
CSC1=NCCN1C(=O)c1ccc2c(c1)OCO2	3	-2.3%
Cc1onc(-c2ccccc2Cl)c1C(=O)Nc1nc2ccc(S(C)(=O)=O)cc2s1	-9	-1.8%
Cc1ccc2nc3ccc(N4CCN(C)CC4)nn3c(=O)c2c1	11	x
CC(=O)Nc1ccc(S(=O)(=O)NCCc2ccccn2)cc1	-8	-0.9%
C=C(C)C1CC=C(C)/C(=N/NC(=S)Nc2ccccc2)C1 (stereo not given)	-10	-2.2%
CC1(c2ccc(OC(F)F)cc2)NC(=O)N(CC(=O)Nc2ccc3c(c2)OCO3)C1=O (stereo not given)	6	8.1%
Cc1cc(OCC(=O)NC(C)C)cc(C)c1Br	-8	7.1%
O=C(NCC1(N2CCCCC2)CCCCC1)C1CC(=O)N(c2ccc3c(c2)OCCO3)C1 (stereo not given)	8	1.5%
CCCCCc1nc2sc3c(c2c(=O)n1N)CCC3	x	0.3%
Cc1ccc(Cl)cc1NC(=O)COC(=O)C12CC3CC(CC(C3)C1)C2	6	-2.8%&1.7%
Cn1nnnc1SCC(=O)NNC(=O)c1ccc(F)cc1	-10	-2.4%
CCN1C(=O)/C(=C\c2ccncc2)SC1=S	-11	-3.0%
CCOCCCNS(=O)(=O)c1ccc2c(c1)OCCO2	x	4.3%
CCOCc1c(C(=O)OCC(=O)Nc2ccc(C)c(S(=O)(=O)N(C)C)c2)oc2ccccc12	8	1.4%
CC(C)(C)C(=O)Nc1c2c(nc3c1CCC3)CCCC2	x	1.5%
CCn1c2ccccc2c2cc([N+](=O)[O-])ccc21	3	-1.2%
Cc1cccc(-c2n[nH]c(=S)n2/N=C/C=C/c2ccco2)c1	x	5.4%
O=C(CC1(O)C(=O)N(Cc2ccc3c(c2)OCO3)c2ccccc21)c1ccccc1 (stereo not given)	x	-4.9%
CCOC(=O)c1c(-c2cccs2)csc1NC(=O)CC(C)C	-2	2.8%
CCC(=O)c1cn(CC(=O)O)c2ccccc12	-14	-4.0%
Cc1cccn2cc(CCNC(=O)c3cccs3)nc12	7	-3.4%
COc1ccccc1Cc1noc(-c2cc(Cl)ccc2OC)n1	8	-1.3%
Cc1ccc(S(=O)(=O)NC2=NCN(C3CCCCC3)CN2)cc1	2	x
Cc1cc(N2C(=O)C(=O)/C(=C(/O)c3ccc(F)cc3)C2c2ccc(F)cc2)no1 (stereo not given)	-7	2.7%
CCOc1ccc(C2OC(=O)Cc3cc(OC)c(OC)cc32)cc1 (stereo not given)	-3	-4.3%
CCOC(=O)CC(=O)Nc1ccc(Br)cc1C(=O)O	4	-2.0%
CN(NS(=O)(=O)c1ccc(Br)cc1)c1nc(C(F)(F)F)nc2ccccc12	-3	x
CN(C)CCCNC(=O)C1CCNCC1	-5	6.8%

Not a retest: entries from further up.
mol	Mtb RmlCD inh	M. tuberculosis GlmU
Cc1cc(C)cc(Oc2ccccc2CO)c1	5	-3.6%
CCn1c(O)c(C=C2N=c3ccccc3=N2)sc1=S	1	-3.6%
CSC1=NCCN1C(=O)c1ccc2c(c1)OCO2	3	-2.3%
Cc1onc(-c2ccccc2Cl)c1C(=O)Nc1nc2ccc(S(C)(=O)=O)cc2s1	-9	-1.8%
Cc1ccc2nc3ccc(N4CCN(C)CC4)nn3c(=O)c2c1	11	x
CC(=O)Nc1ccc(S(=O)(=O)NCCc2ccccn2)cc1	-8	-0.9%
C=C(C)C1CC=C(C)/C(=N/NC(=S)Nc2ccccc2)C1 (stereo not given)	-10	-2.2%
